Screening results (PubChem BioAssay)
Pol eta inh: DNA polymerase eta (human) inhibition; 1.2% of 390,000 active; recombinant Pol eta, fluorescent DNA replication assay; Potency, µM (doses to about 114 µM), for inactives: top-dose activity change, negative = inhibition, most hits filed as inhibitors; AID 588591; also: % is scaled to controls: 0 for no effect and ±100 for the full control effect
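Pol eta (10 nM) was preincubated with compounds for 15 min at room temperature, after which fluorescent replication substrate (50 nM final) was added to start the reaction. Fluorescence was read kinetically at 0 and 10 min.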
Apoferritin bind: binds horse apoferritin like a general anesthetic. P02791. apoferritin/1-aminoanthracene competitive binding, fluorescence. Potency, µM (top dose mostly 77.5 µM), without a hit: at the top dose activity change, negative = displacement, usual class: inhibitors. 0.074% of 350,000 active. AID 485281; also: % is scaled to controls: 0 for no effect and ±100 for the full control effect; nearly all actives have a fitted effect of over 20% in size
Target sequence (P02791 2-175 limits assumed): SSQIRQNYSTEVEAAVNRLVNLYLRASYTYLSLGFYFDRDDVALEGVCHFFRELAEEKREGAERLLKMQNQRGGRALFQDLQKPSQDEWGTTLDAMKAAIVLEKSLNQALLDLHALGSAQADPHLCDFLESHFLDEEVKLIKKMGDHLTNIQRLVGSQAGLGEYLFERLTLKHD
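Horse-spleen apoferritin (10 uM) in 50% saturated 1-aminoanthracene in PBS was incubated 10 min at room temperature with compound. Fluorescence (ex 380, em 535 nm) was normalized to free and bound 1-AMA, with concentration-response fitted by a four-parameter Hill equation.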
BLM helicase inh: blocks DNA unwinding by human BLM helicase. 0.2% of 350,000 active. Potency, µM (series often up to 56.1 µM), inactives show at the highest dose activity change, negative = inhibition, hits mostly inhibitors. recombinant BLM DNA unwinding, fluorescence dequenching. P54132;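 also: plate controls were vehicle for no effect and no enzyme for full effect; nearly all actives have a fitted effect of over 35% in size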
G9a inh: blocks human histone lysine methyltransferase G9a | 8.8% of 350,000 active | Q96KQ7 | G9a H3K9 monomethylation, AlphaScreen, 2 h | AID 504332 | Potency, µM (top dose mostly 102 µM), for the others: at the top dose activity, negative = inhibition, actives largely listed as inhibitors; also: % is scaled to controls: 0 for no effect and ±100 for the full control effect; nearly all actives have a fitted effect of over 75% in size
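Quantitative HTS format: methyltransferase activity on a biotin-tagged H3K9 peptide is measured by AlphaScreen, using a rabbit anti-monomethyl-H3K9 antibody with streptavidin donor and anti-IgG acceptor beads. Final levels are 20 nM enzyme, 500 nM peptide, 20 uM SAM; 2 h RT.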
APE1 inh: blocks human APE1 abasic DNA cleavage. P27695. recombinant APE1, TAMRA/BHQ-2 abasic DNA cleavage fluorescence. Potency, µM (titrated, usually from 65.8 µM), for inactives: top-dose activity change, negative = inhibition, actives largely listed as inhibitors. 0.35% of 350,000 active. AID 2517;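 also: plate controls were vehicle for no effect and reference inhibitor for full effect; nearly all actives have a fitted effect of over 55% in size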
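Compound pre-exposure to 0.75 nM APE1, 15 min at ambient temperature. Reaction initiated with 50 nM TAMRA/BHQ-2 THF substrate, read immediately in kinetic mode, 525 nm excitation, 598 nm emission.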
POLK inh: blocks human DNA polymerase kappa activity. 0.53% of 400,000 active. Potency, µM (series often up to 107 µM), without a hit: at the highest dose activity, negative = inhibition, hits mostly inhibitors. purified Pol kappa, fluorescent DNA synthesis assay, 10 min; also: % is scaled to controls: 0 for no effect and ±100 for the full control effect
Target sequence (Q9UBT6 whole entry, looked up): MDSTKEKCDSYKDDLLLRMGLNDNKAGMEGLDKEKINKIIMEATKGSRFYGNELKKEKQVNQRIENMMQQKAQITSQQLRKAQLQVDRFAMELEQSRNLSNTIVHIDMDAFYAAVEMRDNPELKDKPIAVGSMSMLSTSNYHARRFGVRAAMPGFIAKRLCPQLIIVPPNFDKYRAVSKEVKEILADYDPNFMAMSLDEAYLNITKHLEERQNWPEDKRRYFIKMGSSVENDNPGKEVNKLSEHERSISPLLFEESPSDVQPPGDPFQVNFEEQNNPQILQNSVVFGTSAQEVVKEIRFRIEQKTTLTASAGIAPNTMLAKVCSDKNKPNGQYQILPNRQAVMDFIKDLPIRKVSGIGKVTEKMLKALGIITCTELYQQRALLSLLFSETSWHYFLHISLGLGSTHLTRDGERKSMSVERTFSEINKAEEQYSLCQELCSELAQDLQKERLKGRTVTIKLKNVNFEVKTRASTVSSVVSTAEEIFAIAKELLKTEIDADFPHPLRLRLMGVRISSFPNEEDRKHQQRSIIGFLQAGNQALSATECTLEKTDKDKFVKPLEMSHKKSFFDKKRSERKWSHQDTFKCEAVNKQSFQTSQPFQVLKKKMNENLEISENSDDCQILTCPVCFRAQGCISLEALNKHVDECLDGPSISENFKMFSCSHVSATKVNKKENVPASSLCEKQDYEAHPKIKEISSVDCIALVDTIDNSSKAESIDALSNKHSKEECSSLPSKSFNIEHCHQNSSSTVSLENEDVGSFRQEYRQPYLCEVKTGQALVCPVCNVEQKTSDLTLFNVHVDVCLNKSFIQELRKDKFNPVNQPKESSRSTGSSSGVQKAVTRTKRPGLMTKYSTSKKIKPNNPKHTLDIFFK
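Here, compound and 10 nM enzyme are combined for 15 min at room temperature; adding 50 nM substrate (final) starts DNA synthesis, tracked by fluorescence at 0 and 10 min against buffer-only wells.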
BAZ2B inh: blocks human BAZ2B; Potency, µM (doses to about 114 µM), inactives show at the highest dose activity change, negative = inhibition, actives largely listed as inhibitors; AlphaScreen BAZ2B-H3K14Ac peptide displacement; 4.4% of 360,000 active; Q9UIF8; also: % is scaled to controls: 0 for no effect and ±100 for the full control effect; nearly all actives have a fitted effect of over 60% in size
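AlphaScreen displacement of biotin-H3(5-23)K14Ac peptide (50 nM final) from BAZ2B (50 nM final) in PBS pH 7.4, 0.01% Tween-20; complex preformed 30 min RT, then compounds (top 110 uM) 30 min RT, beads 20 min dark.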
Pol iota inh: inhibitors of human DNA polymerase iota | Pol iota fluorescent replication assay, 10 min | 1% of 390,000 active | Potency, µM (titrated, usually from 115 µM), inactives show at the top dose activity, negative = inhibition, most hits filed as inhibitors
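Fluorescent replication assay read twice, at 0 min and 10 min after adding 50 nM (final) substrate. Enzyme (10 nM) and compounds were first incubated 15 min at room temperature; enzyme-free buffer wells were negative controls.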
Pol beta inh: blocks human DNA polymerase beta activity | P06746 | Pol beta primer extension/strand displacement, fluorescence kinetic | Potency, µM (top dose mostly 114 µM), without a hit: top-dose activity change, negative = inhibition, hits mostly inhibitors | 1.3% of 340,000 active; also: % is scaled to controls: 0 for no effect and ±100 for the full control effect
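Reaction started by 50 nM substrate onto compound-treated Pol beta (10 nM, 15 min preincubation, room temperature); plates read at 0 min and 10 min. Normalized concentration-effect data fitted by four-parameter Hill equation.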
* = called active by the depositor; u = inconclusive; x = not tested or not shown; & = joins results of further samples; [ ] = another dose, or the depositor's remark. Calls follow the shape of the dose curve; as a rule, active = well fitted curve in the direction sought with a large enough effect; inconclusive = small, poorly fitted or top-dose-only effect, or another doubt; inactive = no such curve, though single readings can be large; an effect the other way counts as inactive or inconclusive. Potency is read from the fitted curve at half-maximal effect. Some of the compounds tested; count on the stated rates, not on these rows.

SMILES	Pol eta inh	Apoferritin bind	BLM helicase inh	G9a inh	APE1 inh	POLK inh	BAZ2B inh	Pol iota inh	Pol beta inh
COc1ccc2c(C(=O)c3ccc(C)cc3)n(CCCC(N)=O)[n+]([O-])c2c1	-1.9%	x	x	-10.8%[2.33 µM]	17.8%	-15.9%	2.0%	15.4%	x
Nc1n[nH]c(N)c1N=Nc1cccc(C(F)(F)F)c1	-16.3%	-8.5%	-7.3%	70.8µM*	-2.9%	6.0%	39.8µM*	12.9%	11.8%
CSCc1c(C(=O)N2CCCc3ccccc32)oc2ccccc12	-17.8%	x	x	-21.9%[59 µM]	-4.4%	-11.2%	u	1.2%	x
CCCCSCCCNC(=O)C1CCC(CNS(=O)(=O)c2ccccc2)CC1 (stereo unspecified)	-5.1%&-20.6%	-4.6%&-2.1%	-2.1%&3.4%	-2.3%	-2.8%	-4.3%	-4.0%&-1.8%	-5.8%&3.3%	33.6%&4.5%
CCN(CC)C(=O)C1CCCN(C(=O)Nc2ccc3nsnc3c2)C1 (stereo unspecified)	u	265.3%[activator]	1.6%	u	-1.4%	-5.7%	46.1%[activator]	0.891µM*	7.6%
CC1CCN(c2ccc(-c3ccc(NC(=O)c4ccco4)cc3)nn2)CC1	-4.1%	x	x	-2.0%	1.9%	-6.2%	0.2%	5.7%	x
O=C(O)CCC(=O)Nc1ccc(S(=O)(=O)c2ccc(NC(=O)CCC(=O)O)cc2)cc1	-6.3%	-6.0%	2.6%	7.2%	35.1%	-13.3%	-18.3%	-8.6%	-18.6%
Cc1cc(NC(=O)CSc2ccc(Cl)cc2)no1	-16.9%	2.7%	-1.7%	-3.3%[12.7 µM]	1.6%	-4.3%	8.2%	u	-14.3%

The list goes on.
SMILES	Pol eta inh	Apoferritin bind	BLM helicase inh	G9a inh	APE1 inh	POLK inh	BAZ2B inh	Pol iota inh	Pol beta inh
COc1ccc(NC(=O)c2sc3nc4c(cc3c2N)CCCCCC4)c(OC)c1	-9.8%	73.3%[activator]	-2.7%	5.1%[59 µM]	x	-4.8%	2.0%	33.8%[activator]	u
Cc1ccc(CN(Cc2ccco2)C(=O)COc2ccc(Cl)cc2)o1	-18.2%	-1.9%	-7.4%	-3.5%[59 µM]	x	-24.1%	12.0%	19.3%	4.3%
Cc1ccc(NC(=O)COC(=O)COc2ccc3ccc(=O)oc3c2)cc1[N+](=O)[O-]	u	x	x	-9.2%[12.7 µM]	-2.1%	1.2%	2.6%	0.3%	x
CC(C)(O)C#Cc1ccc(CN2CCCC(CO)(Cc3cccc(Cl)c3)C2)cc1 (stereo unspecified)	-27.1%	-17.2%	-7.3%	21.2%[12.7 µM]	-2.5%	-4.4%[60.1 µM]	-11.8%	-14.8%	7.9%
CCOC(=O)C(=O)c1csc(NC(=O)COc2ccc(N(C)S(=O)(=O)c3ccc(F)cc3)cc2)n1	9.5%	u	-4.4%	u	-5.8%	-11.4%	u	-2.6%	-3.8%
O=C1CCCc2cc(S(=O)(=O)N3CCCC(C(=O)Nc4ccc(F)c(Cl)c4)C3)ccc2N1 (stereo unspecified)	-12.0%	-8.6%	-2.9%	-27.3%[59 µM]	x	7.0%	2.6%[57.1 µM]	-3.4%	7.7%
O=C(CCCn1c(=S)[nH]c2ccccc2c1=O)N1CCOCC1	1.8%	-2.1%	-1.5%	-3.2%[59 µM]	13.3%	-10.7%	u	-0.6%	28.1%
CCOC(=O)c1ccccc1NC(=O)C=C(C)C	-17.4%	-2.0%	-1.8%	23.2%	5.2%	-1.9%	38.8%	0.0%	-0.2%[57.1 µM]

The list continues.
SMILES	Pol eta inh	Apoferritin bind	BLM helicase inh	G9a inh	APE1 inh	POLK inh	BAZ2B inh	Pol iota inh	Pol beta inh
C=CCc1ccccc1OCCSc1nc(-c2ccccc2F)nc2cc(=O)[nH]n12	u	-12.2%	-18.4%	4.4%[59 µM]	x	-38.8%	u	u	10µM*
CC(=O)Oc1cccc(N2C(=O)c3ccc(C(=O)Nc4c[nH]c(=O)[nH]c4=O)cc3C2=O)c1	-8.1%	-4.4%	-2.5%	-9.7%[0.0925 µM]	21.3%	-7.2%	-4.0%	-0.4%	0.0%
O=C(Cn1nnc(-c2ccc(Cl)cc2)n1)NCc1ccco1	-9.4%	-9.5%	-11.7%	u	-8.6%	u	50.1µM*	39.8µM*	u
Cc1ccc(C)c(NC(=O)CCc2nnc3ccc(N4CCCC4)nn23)c1	-16.3%	-6.0%	3.6%	44.8%	28.1%	-5.6%	-17.6%	22.8%	12.0%
COc1cccc(OC)c1OCCNCC1COc2ccccc2O1 (stereo unspecified)	-2.9%[57.1 µM]	1.9%	5.1%	16.9%[12.7 µM]	16.3%&-0.4%&15.2%	-13.4%[60.1 µM]	x	u	13.2%[57.1 µM]
COc1ccc(NC(=O)CSc2c3c(nc4ccccc24)CCC3)c(OC)c1	12.0%&-24.9%	-3.7%&-0.3%	-0.8%&0.7%	-28.0%&16.3%[59 µM]	0.0%	-14.4%&-5.5%	-2.7%	7.5%	-4.4%&2.5%
CC(NC(=O)CN1CCOCC1)c1ccc(F)cc1 (stereo unspecified)	6.2%	-3.0%	-2.9%	-1.6%	13.3%	-4.9%	4.4%	29.7%	34.1%
CCCCCNC(=O)c1cccc(S(=O)(=O)N2CC3(C)CC2CC(C)(C)C3)c1 (stereo unspecified)	-28.3%	x	x	-0.8%	-9.8%	-8.2%	7.8%	12.0%	x

Following part:
SMILES	Pol eta inh	Apoferritin bind	BLM helicase inh	G9a inh	APE1 inh	POLK inh	BAZ2B inh	Pol iota inh	Pol beta inh
COc1ccc(-c2nc(CS(=O)CC(=O)NCCc3ccc(Cl)cc3)c(C)o2)cc1OC (stereo unspecified)	-23.4%	-13.4%	-4.4%	-32.5%[59 µM]	x	-10.8%	-12.3%	29.8%	5.5%
CCOC(=O)c1cc(=O)cc(C(=O)OCC)o1	-9.4%	-7.8%	1.2%	-25.6%	-1.3%	-3.5%	5.7%	14.0%	37.6%
CN(Cc1nc2ccccc2c(=O)[nH]1)C(=O)c1cc2c(s1)CCCCC2	-12.3%	x	x	x	-0.8%	-2.3%	x	12.5%	x
O=C(CCc1ccccc1)NCCCNC(=O)CCc1ccccc1	-0.3%	x	x	7.7%[2.33 µM]	-4.9%	-8.6%	5.9%	1.5%	x
Cc1cccc(NC(=O)c2cnc3sccn3c2=O)c1	-17.8%	-2.7%	-0.3%	-36.9%	-0.3%	-7.8%	-17.6%	11.1%	0.5%
CCOc1ccc(Nc2c(S(=O)(=O)c3ccccc3)cnc3ccccc23)cc1	-22.8%	-13.1%	-11.5%	-6.1%[59 µM]	x	-5.5%	-29.1%	-5.3%	-23.2%
CCn1cc(Br)c(C(=O)Nc2nccs2)n1	-0.4%	-9.2%	-1.4%	u	4.8%	-15.3%	-14.9%	7.9%	12.5%
CCc1nnc(NC(=O)CSc2nnc(Cc3ccccc3)n2-c2ccc(OC)cc2)s1	-13.4%	-1.1%	3.3%	u	7.2%	-6.4%	8.5%	12.6%	-2.3%

Following part
SMILES	Pol eta inh	Apoferritin bind	BLM helicase inh	G9a inh	APE1 inh	POLK inh	BAZ2B inh	Pol iota inh	Pol beta inh
CCOC(=O)CC(=O)NC(CC(=O)OC)c1ccc(Br)cc1 (stereo unspecified)	-14.0%	2.4%	2.4%	7.2%	-1.0%	-10.1%	-1.0%	155.2%[activator]	6.4%
O=C(c1ccccc1F)N1CCN(c2ccc([N+](=O)[O-])c(N3CCOCC3)c2)CC1	-18.1%	u	-1.5%	2.7%	2.5%	-6.4%	u	43.8%[activator]	-19.3%
CC(=O)c1cccc(NC(=O)COC(=O)CC2CC3CCC2C3)c1 (stereo unspecified)	-25.4%	x	x	20.4%[59 µM]	-6.7%	-14.6%	0.3%	5.3%	x
Cc1cc(C)nc(-n2nc(C)cc2NC(=O)CNCc2ccccc2)n1	-7.8%	-4.5%	-2.2%	u	-2.5%	-3.9%	2.2%	1.4%	14.8%
COc1ccc(N(C(=O)Cn2nnc3ccccc32)C(C(=O)NC(C)(C)C)c2ccc(OC)c(O)c2)cc1 (stereo unspecified)	-8.0%	-13.2%	-0.4%	x	1.2%	-12.5%	8.3%	5.4%	40.2%
COc1ccc(CCNC(=O)NCc2noc3ccccc23)c(OC)c1	-9.8%	-0.4%	-0.3%	-1.5%[59 µM]	x	-16.9%	-15.0%	-7.8%	-17.4%
Cc1cc(OCCCCN2C(=O)NC(C)(C)C2=O)ccc1[N+](=O)[O-]	-15.4%	-14.4%	-5.8%	-6.5%	-3.3%	2.0%	-1.5%	1.5%	1.1%
OCc1nc2ccccc2n1Cc1c(F)cccc1Cl	2.4%&-2.1%	-4.0%&-5.8%	-1.1%&-0.8%	-1.4%[59 µM]	3.6%	-1.8%&2.5%	-1.9%&1.3%	-2.2%&15.8%	30.5%&1.8%
CCOc1ccc(NC(=O)c2cccc(NC3=NC4CS(=O)(=O)CC4S3)c2)cc1 (stereo unspecified)	-21.0%	4.3%	2.6%	x	0.5%	-14.2%	4.0%	0.9%	26.9%
CCOc1ccc(CCNC(=O)COC(=O)Cc2ccc(F)cc2)cc1OCC	-7.9%	x	x	7.6%[0.501 µM]	0.2%	-14.0%	10.6%	0.4%	x
Cc1cc(/C=C(\C#N)C(=O)Nc2ccc(Cl)cc2)c(C)n1-c1ccc(N2CCOCC2)c([N+](=O)[O-])c1	-13.2%	2.9%	-2.1%	-18.3%	0.1%	-9.7%	-12.9%	141.7%[activator]	-1.5%

Shown with two lines to a compound: part of the list above.
Order of values: Pol eta inh | Apoferritin bind | BLM helicase inh | G9a inh | APE1 inh | POLK inh | BAZ2B inh | Pol iota inh | Pol beta inh
> Cc1cc(OCCCCN2C(=O)NC(C)(C)C2=O)ccc1[N+](=O)[O-]
    -15.4% | -14.4% | -5.8% | -6.5% | -3.3% | 2.0% | -1.5% | 1.5% | 1.1%
> OCc1nc2ccccc2n1Cc1c(F)cccc1Cl
    2.4%&-2.1% | -4.0%&-5.8% | -1.1%&-0.8% | -1.4%[59 µM] | 3.6% | -1.8%&2.5% | -1.9%&1.3% | -2.2%&15.8% | 30.5%&1.8%
